XIAP displacement: XIAP antagonists, biochemical, IAP family, fluorescence polarization (AID 1018). one-dose displacement, % at 20 µM; IC50 in µM for titrated hits. 200,000 compounds, 0.007% hits. E3 ubiquitin-protein ligase XIAP (Homo sapiens). XIAP BIR domain, fluorescence polarization peptide displacement; higher % means a stronger effect; in the data active = displacement above about 50%; also: a part of the inactive calls stands beside numbers as strong as those of hits
M17LAP inhibition: P. falciparum M17LAP inhibitors, primary screen, biochemical, fluorogenic H-Leu-NHMec substrate, 1536-well (AID 1619). Leucine aminopeptidase (Plasmodium falciparum (isolate 3D7)). recombinant M17LAP, H-Leu-NHMec fluorogenic kinetic assay; higher % means a stronger effect. inhibition, % at 30 µM, or IC50 in µM where a hit was titrated. 220,000 compounds, 0.38% hits;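 active = compound inhibiting the enzyme by more than half at any dose during confirmatory dose-response retesting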;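 also: plate controls were full reaction with DMSO carrier for no effect and no enzyme background for full effect; strong numbers were not always called active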
LYP phosphatase: inhibitors of LYP phosphatase, biochemical, fluorescence intensity, uHTS (AID 1779) | Tyrosine-protein phosphatase non-receptor type 22 (Homo sapiens) | recombinant LYP phosphatase, fluorescence intensity; higher % means a stronger effect | inhibition, % at 11.5 µM, or IC50 in µM where a hit was titrated | 290,000 compounds, 0.054% hits;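 also: plate controls were vehicle with enzyme for no effect and no enzyme for full effect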
TNAP activation fold: human TNAP enzyme activators, primary screen, biochemical, luminescent, no phosphate acceptor, uHTS (AID 1001); Alkaline phosphatase, tissue-nonspecific isozyme (Homo sapiens); activation fold at 20 µM, or EC50 in µM where a hit was titrated; 200,000 compounds, 0.03% hits; purified TNAP, luminescent activation assay, no phosphate acceptor; higher activation fold means a stronger effect; in the data active = activation fold from about 3, or a potency from the dose series; inactive = the rest, 99 in 100 with activation fold below about 1.6; also: many of its hits are not listed in these tables
P. falciparum M1AAP: P. falciparum M1AAP inhibitors, biochemical, fluorogenic H-Leu-NHMec substrate, 1536-well (AID 1445) | recombinant M1AAP, H-Leu-NHMec fluorogenic kinetic assay; higher % means a stronger effect | 220,000 compounds, 0.42% hits | one-dose inhibition, % at 30 µM; IC50 in µM for titrated hits | Aminopeptidase N (Plasmodium falciparum (isolate 3D7));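 active = primary inhibition above the hit cutoff, then over 50% inhibition at one or more dose response concentrations, cut at about 23% in these data, passing the limit was not always enough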;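 also: plate controls were DMSO full reaction for no effect and no enzyme background for full effect; strong numbers were not always called active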
PMI inhibition: human PMI inhibitors, high substrate, primary screen, biochemical, fluorescence intensity, high mannose 6-phosphate (AID 1220). Mannose-6-phosphate isomerase (Homo sapiens). recombinant PMI enzyme, coupled fluorescence intensity; higher % means a stronger effect. inhibition, % at 20 µM, or IC50 in µM where a hit was titrated. 190,000 compounds, 0.66% hits
Yfh1-depleted yeast: enhancers of respiration in Yfh1-depleted yeast, dose response, Friedreich's ataxia, plus single-dose screen (AID 1465). fold induction at 50 µM, or EC50 in µM where a hit was titrated. 220,000 compounds, 0.074% hits. S. cerevisiae Yfh1-off respiration, WST-1 reduction, 72 h; higher fold induction means a stronger effect;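 active = fold induction of absorbance versus untreated yeast above a set limit, then at least 30% activation at any dose in follow-up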;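 also: activators that raise dye reduction in frataxin-depleted yeast; strong numbers were not always called active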
PMI inhibitors: inhibitors of human PMI, primary screen, biochemical, fluorescence intensity, coupled assay (AID 1209) | 190,000 compounds, 0.42% hits | inhibition, % at 20 µM, or IC50 in µM where a hit was titrated | purified PMI enzyme, coupled fluorescence intensity; higher % means a stronger effect | Mannose-6-phosphate isomerase (Homo sapiens);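 also: plate controls were DMSO vehicle for no effect and wells lacking substrate for full effect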
WT yeast gro inh: growth inhibition of WT strain, primary screen, mitochondrial fusion inhibitor project, WT and mutant strains, chemical genetic | 190,000 compounds, 2.1% hits | inhibition, % at 10 µM | mitochondrial fusion phenotypic screen; in the data active = inhibition above about 58%; tested in S. cerevisiae
WT yeast gro inh mutant strain: also measured in WT yeast gro inh; calls as there; inhibition, %; mitochondrial fusion phenotypic screen, mutant strain inhibition
* = called active by the depositor; i = inactive; . = no result given. Rule as the data show it, unless noted: active = inhibition above about 50%; inactive = the rest.

canonical_smiles	XIAP displacement	M17LAP inhibition	LYP phosphatase	TNAP activation fold	P. falciparum M1AAP	PMI inhibition	Yfh1-depleted yeast	PMI inhibitors	WT yeast gro inh	WT yeast gro inh mutant strain
CSc1ccc(C2C3(C#N)C(N)=NC4(OCCO4)C23C#N)cc1 (stereo not given)	-1.3%	5%	-2%	1.1	0%	0%	i	7%	24	7
O=C(COC(=O)CNC(=O)c1ccccc1F)NCCC1=CCCCC1	1.4%	7%	-9%	1	3%	-7%	i	-4%	14	8
O=C(CSCc1ccccc1)NCc1ccc2c(c1)OCO2	-1.3%	9%	-12%	1.1	1%	-8%	i	-3%	5	2
COc1ccccc1NC(=S)N(Cc1ccccc1)Cc1cccnc1	-1.3%	-4%	-3%	1.1	6%	-8%	i	-2%	-5	4
CC(C)NC(=S)N1CCN(S(C)(=O)=O)CC1	-3.8%	5%	-7%	1	18%	7%	i	20%	-3	11
COc1ccc(Cl)cc1NC(=O)CCN1CCN(C)CC1	-3.6%	-8%	-4%	1.1	3%	-15%	i	-7%	.	.
CC1(C)OC(=O)C(=CNc2ccccc2)C(=O)O1	-1.2%	19%	1%	1	4%	2%	i	-1%	-7	5
Cc1nc2sc(C(=O)c3ccccc3)c(N)c2c2c1CCCC2	-3.2%	1%	10%	1.1	-2%	-4%	i	9%	67*	36*
CC(=O)Nc1cccc(-c2csc(Nc3ccc(Cl)cn3)n2)c1	-0.5%	2%	0%	1	2%	9%	i	8%	76*	44*
CC(=O)NCc1ccc(C(=O)CCl)cc1	5.8%	5%	-6%	1	-2%	-12%	i	-29%	-2	3
COCc1cc(C)nc(SCC[N+](C)(C)CC(=O)c2ccccc2)c1C#N	-6.1%	-1%	-4%	1.1	1%	-8%	i	-5%	-3	4
O=C(NCc1ccccc1)C1(c2ccccc2)CCN(S(=O)(=O)c2ccccc2)CC1	-5.0%	0%	7%	1.1	-1%	0%	i	6%	8	-22
COc1ccc(C(=O)Cn2nnc(-c3ccccc3NC(=O)C3CC3)n2)cc1	2.6%	11%	-10%	1.1	1%	6%	i	6%	8	-1
Cc1ccc(S(=O)(=O)NCCC(=O)NCc2ccccc2)cc1	-3.2%	4%	-7%	1.1	-3%	-2%	i	0%	-4	-18
CCN(CC)CCCN=C(C)C1=C(O)c2ccccc2C1=O	.	13%	-4%	.	8%	.	i	.	.	.
Clc1ccc2nc(-c3ccc(Br)s3)cn2c1	-5.7%	13%	-4%	1.1	-1%	-48%	i	-25%	18	7
O=C(CSc1nc2ccccc2c(=O)[nH]1)N1CCN(S(=O)(=O)c2ccccc2)CC1	-1.4%	8%	-11%	1.1	-4%	0%	i	4%	16	14
CCc1nn2c(=O)cc(N3CCN(c4cc(C)nc5ccccc45)CC3)nc2s1	-4.2%	2%	-6%	1.2	1%	8%	i	4%	4	10
CC(=O)C1=C(O)C(=O)N(CCCO)C1c1ccccc1 (stereo not given)	-1.0%	27%	-1%	1.1	10%	-8%	i	1%	2	17
CN(C)S(=O)(=O)c1ccc(C(=O)NCCOc2ccc(F)cc2)cc1	-6.2%	-10%	-9%	1.1	-1%	-4%	i	2%	-3	-5
CC(C)(C)C(=O)Oc1cc(N)n(S(=O)(=O)c2ccccc2)n1	-0.2%	-5%	-3%	1.1	1%	3%	.	7%	-10	-2
N/C(=N\OC(=O)N1c2ccccc2Sc2ccccc21)c1ccccc1	-2.7%	15%	0%	1.3	1%	11%	i	16%	66*	33*
Cc1ccc(S(=O)(=O)N2CCCCC2)cc1NC(=O)COC(=O)C1=COCCO1	-1.5%	6%	-4%	1.1	8%	-5%	i	-11%	-1	-10
Cc1cccc(NC(=O)C(C)N2C(=O)C3C4CC(C(Br)C4Br)C3C2=O)c1 (stereo not given)	-6.8%	17%	-6%	1	-1%	0%	i	11%	6	6
O=C(CN1C(=O)C2CC=C(Cl)CC2C1=O)N1CCOCC1 (stereo not given)	-2.9%	2%	2%	1	9%	-8%	i	-7%	-1	5
O=C1CC(Nc2ccccc2)C(=O)N1CCc1ccccc1 (stereo not given)	-3.8%	-2%	-5%	1.1	3%	-3%	i	0%	-7	1
Cc1cc(C)cc(NC(=O)N2c3ccccc3NC(=O)CC2C)c1 (stereo not given)	.	-4%	-3%	.	2%	.	i	.	.	.
O=C1NC(=Nc2ccc(O)cc2)S/C1=C/c1ccco1	4.3%	26%	-1%	1	15%	6%	i	-2%	-8	-6
O=C(CSc1ncnc2sc3c(c12)CCCC3)c1ccccc1	-4.9%	2%	-7%	1	-3%	-2%	i	3%	21	-14
CCCCOc1ccc(C(=O)N2CCCC2)cc1	-3.8%	2%	-4%	1.1	-2%	-1%	i	7%	13	-6

For convenience, some entries already given.
canonical_smiles	XIAP displacement	M17LAP inhibition	LYP phosphatase	TNAP activation fold	P. falciparum M1AAP	PMI inhibition	Yfh1-depleted yeast	PMI inhibitors	WT yeast gro inh	WT yeast gro inh mutant strain
N/C(=N\OC(=O)N1c2ccccc2Sc2ccccc21)c1ccccc1	-2.7%	15%	0%	1.3	1%	11%	i	16%	66*	33*
Cc1ccc(S(=O)(=O)N2CCCCC2)cc1NC(=O)COC(=O)C1=COCCO1	-1.5%	6%	-4%	1.1	8%	-5%	i	-11%	-1	-10
Cc1cccc(NC(=O)C(C)N2C(=O)C3C4CC(C(Br)C4Br)C3C2=O)c1 (stereo not given)	-6.8%	17%	-6%	1	-1%	0%	i	11%	6	6
O=C(CN1C(=O)C2CC=C(Cl)CC2C1=O)N1CCOCC1 (stereo not given)	-2.9%	2%	2%	1	9%	-8%	i	-7%	-1	5
O=C1CC(Nc2ccccc2)C(=O)N1CCc1ccccc1 (stereo not given)	-3.8%	-2%	-5%	1.1	3%	-3%	i	0%	-7	1
Cc1cc(C)cc(NC(=O)N2c3ccccc3NC(=O)CC2C)c1 (stereo not given)	.	-4%	-3%	.	2%	.	i	.	.	.
O=C1NC(=Nc2ccc(O)cc2)S/C1=C/c1ccco1	4.3%	26%	-1%	1	15%	6%	i	-2%	-8	-6
O=C(CSc1ncnc2sc3c(c12)CCCC3)c1ccccc1	-4.9%	2%	-7%	1	-3%	-2%	i	3%	21	-14

(list continues)
canonical_smiles	XIAP displacement	M17LAP inhibition	LYP phosphatase	TNAP activation fold	P. falciparum M1AAP	PMI inhibition	Yfh1-depleted yeast	PMI inhibitors	WT yeast gro inh	WT yeast gro inh mutant strain
CC(=O)c1sc(-c2ccc(F)cc2F)nc1C	.	2%	-2%	.	2%	.	i	.	.	.
COC(=O)C1=C(C)NC(C)=C(C(=O)OC)C1c1ccccc1OCc1c(C)no[n+]1[O-]	-3.3%	-14%	-4%	1.1	-4%	-7%	i	-1%	5	0
COc1cc(CC(=O)O)ccc1O	.	4%	-2%	.	8%	.	i	.	.	.
O=C(CCc1nnc(C2CCCCC2)o1)N1CCN(c2ccccc2F)CC1	-6.0%	-2%	-3%	1.1	1%	7%	i	-2%	7	4
CCOc1ccc2c(c1)c(C(C)=O)c(C)n2-c1ccccc1	-1.9%	1%	-4%	1.1	12%	7%	i	11%	-1	-39
CSc1cc(-c2ccccc2)n(Cc2ccc(Cl)cc2Cl)c(=O)c1C#N	-1.6%	-1%	-6%	1.2	5%	-2%	i	4%	-22	-12
CN(C)CCCN1C(=O)CSC1c1ccccc1 (stereo not given)	1.8%	5%	-5%	1.2	3%	5%	i	6%	6	-3
CCc1ccccc1NC(=O)Nc1cccs1	-3.9%	4%	1%	1.1	-2%	-4%	i	-5%	11	9
CN(C)C(=O)COC(=O)c1ccccc1Nc1ccc(SC(F)F)cc1	-8.1%	3%	-6%	1	6%	9%	i	16%	31	-9
COC(=O)C(Cc1ccccc1)NC(=S)NC(=O)c1ccccc1 (stereo not given)	-4.7%	-3%	9%	1.1	1%	1%	i	13%	7	32
Clc1ccc(-c2nnc3ccccn23)cc1	1.2%	-2%	-1%	1.1	4%	11%	i	10%	-6	56
CC[n+]1oc(-c2ccccc2)cc1C	-4.5%	-4%	1%	0.9	-6%	-14%	i	-8%	15	0
Cc1nnc(SCc2ccccc2)n(N)c1=O	-12%	-9%	-6%	1.1	-3%	0%	i	12%	-27	3
CC1CCCN(C(c2cccs2)c2nnnn2Cc2ccccc2)C1 (stereo not given)	-4.9%	-11%	-8%	1.1	9%	-17%	i	-7%	6	-10
O=C(Cn1cc(SCc2ccc(Cl)cc2)c2ccccc21)N1CCOCC1	-9.4%	4%	-1%	1	-1%	21%	i	22%	-3	-6
O=C(Nc1ccc(Cl)c(S(=O)(=O)N2CCOCC2)c1)c1cn2ccccc2n1	-0.8%	6%	-5%	1.1	8%	4%	i	-2%	-8	8
Cc1ccc2nc(NC(=O)CCNS(=O)(=O)c3ccc(Br)s3)sc2c1	-2.8%	-5%	6%	1.1	-3%	6%	i	11%	20	35
Cc1ccc(Cl)cc1N1CCN(CC(O)COCc2ccco2)CC1 (stereo not given)	-4.7%	9%	-5%	1.1	-5%	1%	i	13%	20	8
OC(COC(c1ccccc1)c1ccccc1)CN1CCc2ccccc2C1 (stereo not given)	0.3%	-2%	-5%	1	-4%	-7%	i	-3%	15	3
COc1ccc(N(C(=O)Cn2nnc(-c3ccc(Cl)cc3)n2)C(C(=O)NCC2CCCO2)c2ccncc2)cc1 (stereo not given)	-4.7%	3%	1%	1.1	2%	.	i	.	2	14
COc1ccc(C)cc1NC(=O)C(Sc1nnc(Nc2cc(C)ccc2OC)s1)c1ccccc1 (stereo not given)	-0.4%	10%	3%	1.2	4%	6%	i	9%	1	-26
Nc1ccc(N2CCN(c3ccc(F)cc3)CC2)cc1	-8.2%	4%	-6%	1.1	-1%	27%	i	13%	5	22
COc1ccc(NC(=O)COc2ccc(C(=O)NC3CCCc4ccccc43)cc2OC)cc1 (stereo not given)	-6.1%	5%	-3%	1	-1%	-13%	i	-15%	5	16
COc1ncccc1-c1nnn(-c2ccc(F)cc2)n1	-0.6%	-2%	-9%	1	-4%	-2%	i	4%	1	9
COc1cc(C(=O)NC(=S)Nc2ccc([N+](=O)[O-])cc2)cc(OC)c1OC	1.4%	13%	-4%	0.9	5%	8%	i	8%	6	8
COc1ccc(-c2nc(NC(=O)Cn3c(=O)oc4ccccc43)sc2C)cc1	-3.4%	-2%	6%	1	7%	16%	i	25%	14	10
Cc1c(C(=O)NCc2ccco2)cccc1[N+](=O)[O-]	0.6%	3%	-10%	1.1	5%	-2%	i	9%	-4	-6
